proCasp7 act = procaspase-7 activators, primary screen, counter-screen for procaspase-3 activator project, biochemical, absorbance, HTS, human; activation, % at 8.5 µM; recombinant procaspase-7, Ac-DEVD-pNA absorbance 405 nm; D23A/D198A/D206A triple mutant, cannot self-cleave; scale: DMSO 0, 5 µM enzyme 100; Caspase-7 (Homo sapiens), P55210; AID 463210, 2010; 0.093% of 330,000 active;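 active means percent activation above the screen-wide mean plus 3 SD, cut at about 25% in these data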
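Test system: Procaspase-7 triple mutant (PC-7 D3A). Also added: Ac-DEVD-pNA substrate, 400 µM as added. Schedule: 1 h enzyme–compound preincubation and 2 h substrate reaction, both 25 °C. Signal: p-Nitroaniline absorbance at 405 nm, read at 0 and 120 min. Control set: low DMSO alone, high DMSO plus 5 µM PC-7.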
LAP4 TOR yeast = modulators of LAP4-GFP expression in yeast, primary screen, S. cerevisiae, multiplex flow cytometry, MLPCN library; GFP response vs DMSO, % at 10 µM; AID 2023, 2009; 3 h; median GFP as percent of DMSO wells; 0.34% of 320,000 active;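 active means GFP response vs DMSO above a set limit, about the screen mean plus 3 SD, cut at about 150% in these data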
AGP1 TOR yeast = modulators of AGP1-GFP expression in yeast TOR pathway, primary screen, cell-based, multiplex flow cytometry, S. cerevisiae, MLPCN library; 0.02% of 320,000 active; GFP response vs DMSO, % at 10 µM; 3 h; GFP as percent of DMSO wells; AID 2066, 2009;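 active means GFP response relative to DMSO above a set limit, near screen average plus 3 SD, cut at about 150% in these data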;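 further: median GFP channel fluorescence of the gated AGP1 strain per well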
RPL19A-GFP yeast = RPL19A-GFP expression modulators in yeast, primary screen, cell-based, S. cerevisiae, multiplex flow cytometry, MLPCN | AID 2025, 2009 | 0.3% of 330,000 active | S. cerevisiae RPL19A-GFP strain, 3 h; hits give low values | percent response vs DMSO, % at 10 µM;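 active means percent response vs DMSO below 50%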;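 further: median channel GFP fluorescence of the barcoded RPL19A-GFP strain; ratio of sample median GFP to plate DMSO average so 100% = DMSO; lower means less RPL19A-GFP as with rapamycin TOR inhibition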
AHR activator = AHR activators, primary screen, cell-based, luminescence, luciferase reporter, human; 2.5% of 320,000 active; AID 2796, 2010; AHR-responsive luciferase reporter cells; Aryl hydrocarbon receptor (Homo sapiens), P35869; activation, % at 5 µM; in the data active means activation above about 47%;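 further: 0% = vehicle wells and 100% = reference agonist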
Target sequence (P35869 whole entry, looked up): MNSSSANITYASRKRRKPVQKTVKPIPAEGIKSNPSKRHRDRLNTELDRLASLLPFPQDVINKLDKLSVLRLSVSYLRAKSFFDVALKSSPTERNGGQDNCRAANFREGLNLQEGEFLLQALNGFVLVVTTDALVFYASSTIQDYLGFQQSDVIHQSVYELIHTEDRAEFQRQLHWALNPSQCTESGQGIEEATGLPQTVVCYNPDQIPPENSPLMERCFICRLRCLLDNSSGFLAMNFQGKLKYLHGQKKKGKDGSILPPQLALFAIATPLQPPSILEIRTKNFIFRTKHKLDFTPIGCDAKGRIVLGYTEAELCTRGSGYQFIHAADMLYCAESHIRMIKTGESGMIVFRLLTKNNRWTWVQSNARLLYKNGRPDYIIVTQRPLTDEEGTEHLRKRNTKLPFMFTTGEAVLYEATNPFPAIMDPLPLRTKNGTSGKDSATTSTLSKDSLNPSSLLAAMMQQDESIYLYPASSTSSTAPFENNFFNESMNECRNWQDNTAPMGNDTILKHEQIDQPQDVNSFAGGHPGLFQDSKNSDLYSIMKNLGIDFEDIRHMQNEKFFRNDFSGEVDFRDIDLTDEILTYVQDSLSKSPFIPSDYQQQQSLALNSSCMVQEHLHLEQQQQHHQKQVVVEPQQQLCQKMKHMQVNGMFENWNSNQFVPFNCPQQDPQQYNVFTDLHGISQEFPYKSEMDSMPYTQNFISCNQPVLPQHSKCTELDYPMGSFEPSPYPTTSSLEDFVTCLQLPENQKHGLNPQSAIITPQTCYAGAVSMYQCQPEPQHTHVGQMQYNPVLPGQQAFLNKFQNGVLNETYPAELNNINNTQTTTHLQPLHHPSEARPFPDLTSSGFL
MEP2 TOR yeast = modulators of MEP2-GFP levels in yeast, primary screen, S. cerevisiae, multiplex flow cytometry, MLPCN library. S. cerevisiae MEP2-GFP strain, 3 h; 100% = DMSO control level. GFP response vs DMSO, % at 10 µM. 0.51% of 330,000 active. AID 2016, 2009;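 active means GFP response versus DMSO above a set limit, roughly screen mean plus 3 SD, cut at about 180% in these data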;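 further: median GFP fluorescence of the barcode-gated MEP2-GFP cells per well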
proCasp3 act = activators of human procaspase-3 D3A mutant, primary screen, biochemical, absorbance, PC-3 D3A mutant, single concentration; Caspase-3 (Homo sapiens), P42574; recombinant procaspase-3 D3A, Ac-DEVD-pNA absorbance 405 nm; activation, % at 8.5 µM; 0.11% of 330,000 active; AID 463141, 2010;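 active means activation above the mean of all tested compounds plus 3 SD, cut at about 21% in these data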;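 further: 0% = DMSO alone and 100% = DMSO wells spiked with extra 5 µM PC-3 D3A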
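Assay system – Procaspase-3 D3A mutant · Benchmarks – DMSO low control, extra-enzyme high control · Technique – 405 nm absorbance of p-nitroaniline, reads at 0 and 120 min · Doses – 8.5 µM nominal · Measure – % activation between DMSO and enzyme-spiked controls · Also added – Ac-DEVD-pNA chromogenic peptide substrate · Schedule – 1 h compound preincubation, 2 h substrate hydrolysis at 25 °C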
CIT2-GFP yeast = modulators of CIT2-GFP expression in yeast, primary screen, S. cerevisiae, GFP fusion, multiplex flow cytometry, MLPCN library. S. cerevisiae CIT2-GFP strain, 3 h; 100 means same as DMSO wells. GFP response vs DMSO, % at 10 µM. 0.065% of 320,000 active. AID 2029, 2009;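 active means GFP response relative to DMSO above a set limit, near the screen mean plus 3 SD, cut at about 150% in these data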;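 further: ratio of well median GFP fluorescence to mean of DMSO wells on the plate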
An asterisk follows results filed as active; . = no result given. Outcome played no part in choosing rows; about 3.5% have a hit in one of these screens.

Results follow in this order: proCasp7 act	LAP4 TOR yeast	AGP1 TOR yeast	RPL19A-GFP yeast	AHR activator	MEP2 TOR yeast	proCasp3 act	CIT2-GFP yeast
#1 CN1C(=O)N(C)C2C1NC(=O)N2C (configuration not stated)
    9.5	91.5	93.2	92.2	-1.2	91.5	4.7	97.1
#2 Cc1onc(-c2c(Cl)cccc2Cl)c1C(=O)N=C(N)N1CC(C)OC(C)C1 (configuration not stated)
    13.8	103.7	99.8	94.1	1.3	94.2	5.2	88.4
#3 O=C(NCC(c1ccco1)N1CCN(c2ccc(F)cc2)CC1)c1cccs1 (configuration not stated)
    1.8	97.8	95.1	100.9	3.8	106.7	-11.5	96.6
#4 CCN(CC)CCCNc1cc(C)nc2cc(-c3cccs3)nn12
    13.8	114.7	87.0	94.0	1.1	112.2	10.0	96.0
#5 CN(C(=O)COC(=O)CCCN1C(=O)c2cccc3cccc(c23)C1=O)C1CCS(=O)(=O)C1 (configuration not stated)
    1.0	85.9	91.8	88.5	-0.6	90.6	5.7	86.4
#6 CCOc1ccc(S(=O)(=O)Nc2ccc(C(=O)N/N=C/c3c(C)nn(-c4ccccc4)c3N3CCCC3)cc2)cc1
    2.5	99.0	99.2	108.4	10.4	102.5	-0.1	99.2
#7 c1ccc(OCc2nn3c(-c4cccnc4)nnc3s2)cc1
    -2.9	104.7	96.8	102.7	1.3	101.5	-7.0	101.7
#8 COc1cc(NC(=O)c2cccc(NC3=NC4CS(=O)(=O)CC4S3)c2)cc(OC)c1OC (configuration not stated)
    1.9	106.1	102.4	99.3	3.8	95.5	7.8	113.1
#9 Cc1ccc(CNC(=O)CCCC(=O)c2ccccc2)cc1
    5.5	98.5	96.2	97.9	-0.6	102.9	-3.5	96.4
#10 Cc1ccc(C2=Nc3ccccc3N=C(c3ccco3)C2)c(O)c1
    0.7	93.5	93.5	90.5	10.5	105.4	-1.0	96.2
#11 CN(C(=O)c1ccc(NC(=O)Cc2cccc(NC(=O)C3CCN(C(=O)CCc4ccccc4)CC3)c2)cc1)C1CCCC1
    2.6	111.0	101.2	103.2	-0.9	92.0	4.4	106.2
#12 CCC(CC)C(=O)OCC(=O)Nc1cccc([N+](=O)[O-])c1
    5.4	97.3	100.0	98.5	0.4	95.4	-2.7	92.4
#13 COCC(C)NCc1cccc(C)c1 (configuration not stated)
    6.4	100.9	102.0	102.7	0.1	104.8	9.2	98.8
#14 Cc1cccc(N2CCN(S(=O)(=O)c3ccc4[nH]c(=O)c(=O)[nH]c4c3)CC2C)c1 (configuration not stated)
    1.5	98.0	101.4	99.9	-1.1	100.0	-10.1	99.0
#15 O=C(NCc1ccccn1)c1cc2ccccc2oc1=O
    1.1	89.3	107.6	106.2	-6.0	104.5	-2.1	.
#16 Cc1cnc(C(=O)OCC(=O)Nc2cccc(C)c2C)cn1
    4.1	90.8	93.0	94.4	0.5	91.9	3.1	86.6
#17 CCCCCC(=O)Nc1ccc(-c2csc(C)n2)cc1
    6.8	87.5	90.5	101.9	-6.2	104.5	-0.3	97.9
#18 CCOc1ccc(CSC(=N)N)cc1[N+](=O)[O-]
    -0.2	97.6	95.4	89.5	-0.1	100.3	-0.9	99.0
#19 O=C(NCc1ccco1)c1ccc(C(F)(F)F)cc1
    1.7	101.7	100.4	100.0	-0.5	103.1	-2.3	105.0
#20 Cc1nc2sc3c(=O)[nH]nnc3c2c(C)c1Br
    1.5	98.5	86.0	111.7	1.3	124.6	-10.2	79.6
#21 COc1cccc(-c2csc3nnc(SCC(=O)c4ccc(NC(C)=O)cc4)n23)c1
    6.1	95.2	103.9	93.6	2.6	100.7	-0.1	95.2
#22 COc1cc(Cl)c(C)cc1NC(=O)CNC(=O)Cn1cnc2ccccc2c1=O
    7.0	108.2	.	91.6	2.6	107.5	2.9	93.7
#23 COc1ccc(CCNc2nc(-c3ccccn3)cs2)cc1OC
    -8.6	109.2	95.1	89.0	84.9*	101.9	-1.9	91.8
#24 O=[N+]([O-])c1cccc(CSc2nnc(Cc3ccccc3)n2-c2ccc(F)cc2)c1
    -8.3	90.5	98.9	105.7	1.6	98.3	-5.1	103.3
#25 Cc1ccc(NCCC(=O)c2ccc(Cl)cc2)cc1C
    11.7	111.6	105.1	102.2	1.7	96.6	3.8	99.9
#26 O=C(OCC(O)CN1CCCCC1)C12CC3CC(CC(C3)C1)C2 (configuration not stated)
    -1.9	89.2	97.4	98.1	-0.6	92.6	8.3	96.8
#27 CC(C)(CNC(=O)CC1C(=O)NCCN1Cc1cccc(F)c1F)N1CCOCC1 (configuration not stated)
    -2.3	94.5	96.2	93.2	-0.4	102.4	3.2	93.7
#28 COc1ccc(C2C(C(C)=O)=C(O)C(=O)N2c2ccccn2)cc1 (configuration not stated)
    0.3	98.7	102.3	97.2	0.1	102.7	-9.2	91.6
#29 CCCNC(=O)OC[C@H]1O[C@H](CCO/N=C/C[C@@H]2C=C[C@H](OC(C)=O)[C@@H](COC(C)=O)O2)C=C[C@@H]1Oc1ccc(OC)cc1
    -4.0	123.4	89.8	104.0	1.9	93.0	-4.3	113.1
#30 O=C(NC1CCS(=O)(=O)C1)C1CCCCN1S(=O)(=O)c1ccc(Cl)cc1 (configuration not stated)
    3.7	107.5	103.4	99.0	-0.7	100.2	-0.9	103.3
#31 COc1ccc(NC(=O)CC2C(=O)N(c3ccc(OC)cc3)C(=O)N2Cc2ccc(OC)c(OC)c2)cc1 (configuration not stated)
    6.7	96.5	97.5	100.2	0.5	100.8	0.9	105.7
#32 O=c1ccc2cc([N+](=O)[O-])c(CCO)cc2o1
    -1.4	105.5	94.0	105.5	10.2	99.8	-5.9	91.7
#33 Cc1ccc(S(=O)(=O)N2CCN=C2SCc2ccc(Cl)c(Cl)c2)cc1
    7.6	97.5	105.5	109.3	3.6	109.7	-4.4	101.2
#34 COc1ccc(S(=O)(=O)N(C)C[C@H]2Oc3c(NC(=O)NC(C)C)cccc3C(=O)N([C@H](C)CO)C[C@@H]2C)cc1
    13.4	91.5	95.1	94.1	2.3	88.4	1.2	96.4
#35 O=C(O)c1ccc(Nc2nc(-c3cccnc3)nc3ccccc23)cc1
    1.4	89.4	96.2	100.0	7.2	94.5	1.5	97.1
#36 Cc1sc(NC(=O)C2C3CCC(O3)C2C(=O)O)c(C(=O)OC(C)C)c1-c1ccc(Cl)cc1 (configuration not stated)
    -18.2	102.6	100.5	99.8	-4.5	106.7	-4.1	98.8
#37 Cc1ccc(NC(=O)COc2ccccc2)cc1Cl
    3.1	89.0	99.2	102.9	-1.3	103.0	-3.4	101.8
#38 Cc1c(C(=O)NCc2ccc3c(c2)OCO3)oc2ccc(S(=O)(=O)N3CCCCCC3)cc12
    5.6	94.8	104.1	100.6	6.5	103.6	-0.1	105.1
#39 Cc1ccsc1C(=O)Nc1ccc(F)c([N+](=O)[O-])c1
    -1.5	104.0	105.2	112.4	7.1	107.2	-4.8	115.3
#40 COc1ccc2nc(C)cc(SCC(=O)N/N=C/c3ccco3)c2c1
    -6.3	98.1	108.8	106.8	7.2	101.6	-5.7	113.6
#41 Cc1cccc(-c2noc(-c3c(C)noc3C)n2)c1
    -13.0	106.6	92.9	91.4	11.1	94.1	1.4	92.7
#42 CC1=C([N+](=O)[O-])C(c2ccc(Cl)cc2)NC(=O)N1 (configuration not stated)
    -0.4	97.3	104.1	106.1	-2.1	108.9	7.5	110.2
#43 Cc1nnc(Sc2nc3ccccc3o2)c2ccccc12
    3.1	87.9	81.6	85.6	9.8	73.1	2.5	78.9
#44 COCCN(C(=O)CCC(=O)Nc1cc(C)on1)C(C(=O)NC1CCCC1)c1ccccc1C (configuration not stated)
    15.3	95.9	105.0	110.5	0.8	111.1	0.3	99.8
#45 O/N=C/c1cn(-c2ccccc2)nn1
    4.9	118.6	90.4	100.0	0.5	98.1	2.1	97.8
#46 Cn1c2ccccc2c2cnn(CC(=O)Nc3ccc(Cl)cc3)c(=O)c21
    3.7	99.3	98.6	102.2	12.8	98.8	2.3	93.8
#47 CN1CCN(C2=NC(=O)/C(=C/c3ccccc3OS(=O)(=O)c3ccccc3)S2)CC1
    -3.2	108.0	105.2	95.0	6.2	102.8	-11.2	100.8
#48 CCOC(=O)c1sc(NC(=O)CSc2nc(O)c(Cc3ccccc3)c(=O)[nH]2)nc1C
    4.9	92.0	93.2	104.7	1.4	107.0	7.1	99.4
#49 COc1cc(C2CC(=O)C=C(O)C2)cc(OC)c1OC (configuration not stated)
    -14.6	92.3	97.3	104.4	-0.5	103.8	-8.8	93.6

Fetched by structure from above (four):
Results follow in this order: proCasp7 act	LAP4 TOR yeast	AGP1 TOR yeast	RPL19A-GFP yeast	AHR activator	MEP2 TOR yeast	proCasp3 act	CIT2-GFP yeast
#34 COc1ccc(S(=O)(=O)N(C)C[C@H]2Oc3c(NC(=O)NC(C)C)cccc3C(=O)N([C@H](C)CO)C[C@@H]2C)cc1
    13.4	91.5	95.1	94.1	2.3	88.4	1.2	96.4
#46 Cn1c2ccccc2c2cnn(CC(=O)Nc3ccc(Cl)cc3)c(=O)c21
    3.7	99.3	98.6	102.2	12.8	98.8	2.3	93.8
#35 O=C(O)c1ccc(Nc2nc(-c3cccnc3)nc3ccccc23)cc1
    1.4	89.4	96.2	100.0	7.2	94.5	1.5	97.1
#49 COc1cc(C2CC(=O)C=C(O)C2)cc(OC)c1OC (configuration not stated)
    -14.6	92.3	97.3	104.4	-0.5	103.8	-8.8	93.6

From PubChem BioAssay
